Assay outcomes: PubChem BioAssay, several laboratories
M. tuberculosis GlmU: inhibition of mycobacterial GlmU enzyme – biochemical, glucosamine-1-phosphate acetyltransferase (AID 1376). 0.25% of 220,000 active. inhibition, %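 (tested at 30 µM in the primary screen)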, or IC50 in µM where a hit was titrated. M. tuberculosis GlmU acetyltransferase enzyme assay; higher % means a stronger effect; in the data active = inhibition above about 13%; inconclusive = no clear call, values can overlap the other calls;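 note: 0% = complete reaction with vehicle and 100% = reaction without substrate; strong numbers were not always called active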
Mtb RmlCD inh: inhibitors of Mycobacterium tuberculosis RmlC and RmlD coupled enzymes | P9WH09+P9WH11 | RmlC+RmlD coupled enzyme assay, percent inhibition; primary screen in compound mixtures | inhibition, % at 3.6 µM | 0.03% of 160,000 active; in the data active = inhibition mostly above about 34%, no sharp cut-off; inconclusive = no clear call, values can overlap the other calls; inactive = mostly below about 22%; note: some results filed as inactive read as strong as hits
Target sequence (P9WH09 whole entry, looked up): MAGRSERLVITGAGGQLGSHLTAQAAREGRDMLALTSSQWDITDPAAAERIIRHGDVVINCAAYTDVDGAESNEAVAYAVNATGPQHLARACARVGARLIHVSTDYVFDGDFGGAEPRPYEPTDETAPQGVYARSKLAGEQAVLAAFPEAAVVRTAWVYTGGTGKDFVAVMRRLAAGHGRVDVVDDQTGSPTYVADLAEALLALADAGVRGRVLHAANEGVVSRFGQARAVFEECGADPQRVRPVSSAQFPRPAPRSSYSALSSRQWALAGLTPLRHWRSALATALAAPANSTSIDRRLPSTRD
Target sequence (P9WH11 whole entry, looked up): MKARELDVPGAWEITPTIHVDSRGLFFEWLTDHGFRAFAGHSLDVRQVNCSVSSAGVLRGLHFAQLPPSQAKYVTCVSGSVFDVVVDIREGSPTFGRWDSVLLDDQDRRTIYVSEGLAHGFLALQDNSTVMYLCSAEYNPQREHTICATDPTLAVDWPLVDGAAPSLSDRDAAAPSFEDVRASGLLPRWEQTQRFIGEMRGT
Numbers without * were called inactive; ? = inconclusive; nt = no result given; & = joins results of further samples. An excerpt. The share of hits here may be higher or lower than overall.

The opening seven entries as a preview:
SMILES | M. tuberculosis GlmU | Mtb RmlCD inh
NC(=O)c1oc2ccccc2c1NC(=O)C1COc2ccccc2O1 (stereo not drawn) | 1.0% | -5
CC(=O)NC(CC(=O)NC12CC3CC(CC(C3)C1)C2)c1ccccc1 (stereo not drawn) | 1.6% | 9
O=[N+]([O-])c1nn(-c2ccc3c(c2)OCCO3)n(O)c1=NCc1ccc(F)cc1Cl | -2.2% | -4
CN(C)/C=N/c1sc2c(c1C#N)CCCC2 | 1.1% | -4
O=S(=O)(CCc1nc2ccccc2[nH]1)c1ccc(Cl)cc1 | -2.3% | -2
O=C(Cc1ccc(Cl)cc1)Nc1ccc(Br)cc1 | -4.1% | 4
COc1cccc(C(=O)Nc2cc(NC(=O)c3ccco3)ccc2OC)c1 | 0.0% | nt

This part in full, from the start:
SMILES | M. tuberculosis GlmU | Mtb RmlCD inh
NC(=O)c1oc2ccccc2c1NC(=O)C1COc2ccccc2O1 (stereo not drawn) | 1.0% | -5
CC(=O)NC(CC(=O)NC12CC3CC(CC(C3)C1)C2)c1ccccc1 (stereo not drawn) | 1.6% | 9
O=[N+]([O-])c1nn(-c2ccc3c(c2)OCCO3)n(O)c1=NCc1ccc(F)cc1Cl | -2.2% | -4
CN(C)/C=N/c1sc2c(c1C#N)CCCC2 | 1.1% | -4
O=S(=O)(CCc1nc2ccccc2[nH]1)c1ccc(Cl)cc1 | -2.3% | -2
O=C(Cc1ccc(Cl)cc1)Nc1ccc(Br)cc1 | -4.1% | 4
COc1cccc(C(=O)Nc2cc(NC(=O)c3ccco3)ccc2OC)c1 | 0.0% | nt
COc1ccc(CCNC(=O)C2CC(c3ccc([N+](=O)[O-])cc3)=NO2)cc1 (stereo not drawn) | -1.3% | 40
CCOC(=O)CSc1nnc(CNc2nc(-c3ccccc3)cs2)n1C | -5.9% | -3
C=CCc1c(C)nc(SC)nc1Nc1ccc(C(C)=O)cc1 | 2.3% | 8
CC1(C)CC(=O)C(N=Nc2ccc(Br)cc2)=C(O)C1 | 2.0% | 9
C=CCn1c(SCc2cc([N+](=O)[O-])cc3c2OCOC3)nc2cc(C(=O)O)ccc2c1=O | 5.5% | 17
Nc1c2c(nc3sc4c(c13)CCCC4)CCCCCC2 | -2.8% | nt
Cc1c(C(=O)OCC(=O)N2CC(C)OC(C)C2)oc2ccc(Br)cc12 (stereo not drawn) | -2.9% | -13
CN(C(=S)Nc1cccnc1)c1ccc(O)cc1 | -2.6% | -4

SMILES | M. tuberculosis GlmU | Mtb RmlCD inh
O=C(O)CC1SC(=Nc2cccc(C(F)(F)F)c2)NC1=O (stereo not drawn) | -1.0% | -6
CN(C)CCOC(=O)CC12CC3CC(C1)CC(CC(=O)OCCN(C)C)(C3)C2 | 5.7% | -15
COC(=O)c1cc(C(=O)OCC(=O)NC2CCS(=O)(=O)C2)cc([N+](=O)[O-])c1 (stereo not drawn) | 4.6% | -6
Cc1cc(C)cc(N2C(=O)CC(n3ccnc3)C2=O)c1 (stereo not drawn) | 7.6% | nt
COc1cc(NC(=O)c2cnn3c(C(F)F)cc(C4CC4)nc23)c(OC)cc1Cl | -2.0% | 8
CCOc1ccc(Br)cc1S(=O)(=O)Nc1ccc(C(=O)OCC(=O)Nc2ccc(C#N)cc2)cc1 | 1.0% | -7
CC(C)CCNC(=O)c1ccc(OC2CCN(S(=O)(=O)N(C)C)CC2)cc1 | -1.3% | nt
CC(=O)Nc1ccc2nc(CN3CCN(CC(C)C)C(CCO)C3)ccc2c1 (stereo not drawn) | -6.8% | -3
CSc1nsc(NC(=O)Cc2ccccc2)n1 | 6.3% | 28
O=C(CCC(=O)c1ccc(F)cc1)Nc1cccnc1 | -4.7% | nt
c1coc(CNc2ncnc3ccccc23)c1 | -2.4% | 21
CC(Sc1nnc(-c2ccco2)o1)C(=O)NCCC1=CCCCC1 (stereo not drawn) | -5.6% | 4
COc1cccc(/C=N/NC(=O)C(=O)N/N=C/c2cccc(OC)c2O)c1O | 3.1% | 0
c1ccc(COc2ccc(Oc3nc(N4CCCCC4)nc(N4CCOCC4)n3)nn2)cc1 | 1.1% | 12
Clc1ccc(-n2nnnc2SCc2cn3ccccc3n2)cc1 | -1.8% | 5

SMILES | M. tuberculosis GlmU | Mtb RmlCD inh
Cc1ccc(C(=O)NCc2nnc(SCC(=O)Nc3ccccc3)n2C)cc1 | 0.9% | -8
CN(c1ccccc1)S(=O)(=O)c1cccc(NC(=O)Cc2c(F)cccc2Cl)c1 | -4.9% | nt
CCOc1ccc2nc(NC(=O)c3ccc(S(=O)(=O)N4CCOCC4)cc3)sc2c1 | nt | -13
COc1ccc(COc2cc(-c3cccc(OC)c3)nc3ccc(NC(=O)c4cccnc4)cc23)cc1 | 3.5% | nt
O=C(NCc1ccccc1)C1CC(=O)N(c2ccc(OCC(=O)N3CCCC3)cc2)C1 (stereo not drawn) | -2.5% | nt
COc1ccc(C2NC(=O)CS2)cc1 (stereo not drawn) | 0.3% | nt
COc1cnc(-c2ccccc2)[nH]c1=O | nt | -7
Cc1cccc(NC(=S)N2CCn3cccc3C2c2cccnc2)c1 (stereo not drawn) | -4.6% | 14
N#Cc1c(-c2ccccc2F)cc(C2CC2)nc1SCC(=O)c1cccs1 | 0.6% | 0
On1cnnc1-c1ccccc1 | -1.5% | -15
CCCCCNc1nc(NCCCO)c(C#N)c2c1CN(C)CC2 | -5.1% | 9
CCOc1ccccc1Nc1nnc(C)c(=O)[nH]1 | 5.4% | 8
O=c1c2[nH]c3ccc(Br)cc3c2ncn1CCCn1ccnc1 | 0.1% | nt
CSCCC1NC2(C(=O)Nc3ccc(Cl)cc32)[C@@H]2C(=O)N(C3CCCC3)C(=O)[C@H]12 (stereo partly drawn) | 1.3% | 20
COc1cc(C(=O)N2CCC(n3cnc4cc(F)ccc43)CC2)cc(OC)c1OC | 3.7% | nt

SMILES | M. tuberculosis GlmU | Mtb RmlCD inh
CC(=NCc1ccco1)c1c(O)n(-c2ccccc2C)c(=O)[nH]c1=O | 4.8% | -11
O=C(C1CCCN(Cc2cccnc2)C1)N1CCCCC1 (stereo not drawn) | -5.1% | -15
CCCc1nc(SCC(=O)Nc2nnc(CC)s2)c2c(C)c(C)sc2n1 | -5.9% | -4
Fc1cc(F)c2nc(N3CCCCC3)sc2c1 | 0.4% | nt
CC1CCCC(C)N1/N=C/C=C/c1ccccc1[N+](=O)[O-] (stereo not drawn) | -0.9% | nt
CC(C)c1ccc(-c2c(C#N)c(N)nc(SCC(=O)N3CCCCCC3)c2C#N)cc1 | 0.8% | nt
COc1ccc2cc(C(c3nnnn3C3CCCC3)N3CCOCC3)c3nnnn3c2c1 (stereo not drawn) | -1.0% | 3
CCCCCOc1ccccc1C(=O)NCCCCCC(=O)O | 0.4% | 3
Cc1ccc(N2C(=O)[C@@H]3[C@H](C2=O)[C@H]2C=CC=NN2[C@@H]3C(=O)Nc2ccc(Cl)cc2)cc1 | 0.8% | 5
Cn1c(COc2ccccc2)nnc1SCCN1CCOCC1 | 4.6% | -6
O=C(c1ccc2c3c(cccc13)CC2)C1CCCN(CC2CC2)C1 (stereo not drawn) | -1.2% | -7
O=C(NCCN1CCOCC1)c1ccc(CS(=O)(=O)c2c(Cl)cccc2Cl)o1 | -0.8% | 21
CCNC(=O)c1c(O)c2ccccc2[nH]c1=O | -2.0% | -7
Cc1ccc(Cn2c(=N)n(CC(O)c3ccco3)c3ccccc32)cc1 (stereo not drawn) | 7.3% | nt
COC(=O)c1sc2cc(C(F)(F)F)cnc2c1-c1ccccc1 | 7.8% | -8

SMILES | M. tuberculosis GlmU | Mtb RmlCD inh
CCOc1ccc(C(CC(=O)O)NC(=O)COc2ccccc2)cc1 (stereo not drawn) | -2.6% | nt
Cc1ccc(-n2nc(C)c(/C=N/NC(=O)c3cccs3)c2Cl)cc1 | -4.4% | nt
Cc1cc(=O)[nH]c(SCC(=O)NCc2ccco2)n1 | -1.8% | -5
COc1ccc(OC)c(/C=N\NC(=O)CC(=O)NCCc2ccccc2)c1 | 4.9% | -6
CCCc1cc(-c2nc(-c3ccc(C)cc3)cs2)ccn1 | -2.3% | nt
COc1cccc(N/C(SC)=C(/C#N)C(N)=O)c1 | 3.0% | 2
COCCNC(C)C(=O)Nc1ccc(Br)cc1 (stereo not drawn) | -3.1% | 8
COc1ccc(NC(=O)CN(c2ccccc2)S(=O)(=O)c2ccccc2)c(OC)c1 | -5.2% | -6
O=C(/C=C/c1ccc2c(c1)OCCCO2)c1ccc2ccccc2c1O | 0.8% | 3
COc1cccc(Oc2coc3c(CN4CCOCC4)c(O)ccc3c2=O)c1 | -4.4% | -2
Cc1cc(NC(=O)C2CC(c3ccc(F)cc3)=NO2)n(-c2ccccc2)n1 (stereo not drawn) | 0.6% | 17
Cc1csc2ncc(C(=O)NCc3ccc4c(c3)OCO4)c(=O)n12 | -1.1% | nt
O=C1CN(C(=O)COC(=O)CCCOc2ccccc2)c2ccccc2N1 | -5.4% | 14
COc1ccc(CC(=O)Nc2cccc3ncccc23)cc1OC | 1.0% | 3
CC(C)C1Cc2[nH]c(=O)c(C(=O)O)cc2CO1 (stereo not drawn) | -1.0% | nt

SMILES | M. tuberculosis GlmU | Mtb RmlCD inh
O=C(Cc1ccccc1F)Nc1nc2ccccc2[nH]1 | -3.0% | -8
COc1cc(C(=O)OCC(=O)Nc2sccc2C(N)=O)cc(OC)c1OC | -4.0% | nt
COc1ccc(NC(=S)N(CCCN2CCN(C)CC2)Cc2cccs2)cc1 | -2.1% | 10
CCN(CC)S(=O)(=O)c1ccc(NC(=O)C2CCCN(C(=O)c3ccc(Cl)cc3)C2)cc1 (stereo not drawn) | 2.9% | 6
CC1CC(=O)Nc2ccccc2N1S(=O)(=O)c1ccc(C#N)cc1 (stereo not drawn) | -0.9% | 5
CC(=O)Oc1ccc2c(=O)c(Oc3ccccc3)coc2c1OC(C)=O | 3.2% | -4
CCOC(=O)c1sc(NC(=O)CSc2nc(C)cc(C)c2C#N)c(C#N)c1C | 3.4% | nt
O=C(O/N=C(/c1ccccc1)c1ccncc1)c1ccccc1[N+](=O)[O-] | 4.2% | -4
CCC(=O)Nc1ccc(C(=O)OCC(=O)c2ccc(C)c([N+](=O)[O-])c2)cc1 | 2.1% | 31
O=C(O)c1cccc(N2CCCCS2(=O)=O)c1 | 3.8% | nt
CCN(CC)S(=O)(=O)c1ccc(Cl)c(C(=O)Oc2cccc(-c3cnc4ccccc4n3)c2)c1 | -0.4% | 7
COCCn1c(N)c(S(=O)(=O)c2cccs2)c2nc3ccccc3nc21 | 0.1% | 2
O=C(CC(C(=O)N1CCc2ccccc21)n1ccnc1)NCc1cccnc1 (stereo not drawn) | 0.4% | 9
Cc1c(/C=C/C(=O)c2ccc(C(C)C)cc2)cnn1C | -7.2% | -7
COc1ccc(C(=O)NC(=O)Nc2ncccc2C)cc1 | 12% | 61

SMILES | M. tuberculosis GlmU | Mtb RmlCD inh
CC(C)(C)NC(=O)C1CCN(S(=O)(=O)c2cccc(C(F)(F)F)c2)CC1 | -4.3% | 8
CC1=CC2(C#N)C3(N=C(N)C2(C#N)C(c2ccccc2)N1)OCCO3 (stereo not drawn) | -1.9% | 6
CN(C)c1cc(-c2ccc(Cl)cc2)oc(=O)c1Cl | 2.1% | 10
CCCOc1ccc(C(=O)CCN2CCCCC2)cc1 | -4.1% | 0
CCc1c(C)c(C#N)c2nc3ccccc3n2c1NCC1CCCO1 (stereo not drawn) | 8.8% | -6
Cc1ccc(C(=O)Nc2c(C(=O)N3CCOCC3)cnn2-c2ccccc2)cc1 | -2.0% | nt
CN(c1ccccc1)c1ccc(/C=c2\s/c(=C(/C#N)C(=O)C(C)(C)C)n(Cc3ccco3)c2=O)cc1 | 1.5%&6.4% | ?
c1ccc(C2NCc3ccccc3-n3cccc32)cc1 (stereo not drawn) | 3.8% | 7
COc1cccc(NC(=O)N[C@@H](Cc2ccccc2)C(=O)O)c1 | -6.2% | 5
CC1Cc2ccccc2N1C1=NS(=O)(=O)c2ccccc21 (stereo not drawn) | 2.6% | nt
CC(=O)c1c(C)nc(C)nc1NC(=O)C(C)C | -0.9% | 7
O=C(O)COc1ccccc1/C=N/Nc1ccc(S(=O)(=O)N2CCOCC2)cc1[N+](=O)[O-] | -1.9% | -7
O=C(C1CCCN(Cc2ccccc2C(F)(F)F)C1)N1CCCCC1 (stereo not drawn) | -2.0% | -12
COc1ccc(S(=O)(=O)Nc2cc(C)ccn2)cc1OC | 3.2% | -13
CCOC(=O)C1(C)NC(c2ccco2)C2C(=O)N(CC)C(=O)C21 (stereo not drawn) | 1.9% | -6

SMILES | M. tuberculosis GlmU | Mtb RmlCD inh
COCCSc1nnc(NC(=O)Cc2ccccc2OC)s1 | 1.3% | 6
CC(=O)c1cc2c(cc1NS(=O)(=O)c1ccccc1)OCO2 | 3.1% | nt
CNc1nc(SC)nc2ccccc12 | -1.9% | 4
CC(/C=N/NC(=O)Cc1cccn1C)=C\c1ccco1 | 0.3% | 9
CCOC(=O)N1CCN(C(=O)c2ccc3c(SCC(=O)O)c4c(nc3c2)CCCC4)CC1 | -1.1% | 8
CCOCCCNC(=O)c1cccs1 | 1.6% | 9
Cc1c(Cc2ccc3c(c2)OCO3)sc(NC(=O)c2ccccc2)c1C(N)=O | -5.2% | nt
NC(=S)N/N=C/c1ccc(-c2cc(Cl)ccc2Cl)o1 | 9.1% | 1
N#C/C(=C(/O)COC(=O)CCC1CCCCC1)c1nc2ccccc2[nH]1 | 1.2% | 1
COC(=O)c1[nH]c2ccc(F)cc2c1NC(=O)C1=COCCO1 | -0.7% | -8
OC(CCN1CCCC1)(c1ccccc1)C1CCCCC1 (stereo not drawn) | -3.3% | nt
